ELG1 repair inh – inhibitors of ELG1-dependent DNA repair in HEK293T cells; HEK293T ELG1-luciferase reporter, luminescence, 16 h; DNA damage induced by 5-fluorouridine; Potency, µM (highest dose often 46.1 µM), without a hit: at the highest dose activity change, negative = inhibition, hits mostly inhibitors; hit rate 2.3% among 330,000; AID 504467; note: potency is the fitted concentration of half-maximal effect; % is set by controls: 0 for no effect and ±100 for the full control effect; nearly all actives have a fitted effect of over 55% in size
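Luminescence from the luciferase reporter, measured 30 min after ONE-Glo reagent at room temperature, was the read-out. Beforehand, 2,000 cells per well were exposed for 16 hr at 37 °C to 5-fluorouridine together with compound or vehicle.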
AT treatment – candidate therapy for ataxia-telangiectasia | […] A-T fibroblasts, KAP-1 phosphorylation AlphaLISA; neocarzinostatin DNA damage 30 min before lysis | Potency, µM (top dose mostly 57.5 µM), inactives show at the highest dose activation, usual class: activators | hit rate 0.19% among 320,000; note: potency is the fitted concentration of half-maximal effect; % of control where 0% means no effect; nearly all actives have a fitted effect of over 45% in size
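ATM-like activity read as KAP-1 phosphorylation via AlphaLISA donor/acceptor antibody pairs after lysis and 6 hr at 25C. Cells were ATM-null patient fibroblasts ([…], hTERT), dosed 60 min, then exposed to the DSB inducer NCS for 30 min.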
p53 reactivator – re-activators of mutant p53. Potency, µM (highest dose often 92.2 µM), for the others: top-dose activity change, positive = activation, usual class: activators. H1299 p53-A138V BP100-luciferase reporter, luminescence, 24 h. hit rate 0.063% among 320,000; note: potency is the fitted concentration of half-maximal effect; % of control where 0% means no effect; nearly all actives have a fitted effect of over 45% in size
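p53-null H1299 cells stably carrying temperature-sensitive p53-A138V and a BP100-luciferase reporter were pinned with compounds (4-point, 1:5 series) and held 24 hrs at 37 deg C. Luminescence was read 10 min after detection reagent.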
BRCA1 expr act – increases BRCA1 expression; hit rate 1.1% among 380,000; MCF7-BRCA1-FFLuc reporter, luminescence, 48 h; response scale: scaled: vehicle 0%, 10 µM genistein 100%; Potency, µM (doses to about 46.1 µM), inactives show at the highest dose activation, hits mostly activators; note: potency is the fitted concentration of half-maximal effect; nearly all actives have a fitted effect of over 80% in size; some results filed as inactive show a strong effect at the top dose
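Cells: MCF7-BRCA1-FFLuc, 2000/well. Exposure: 48 h, 37 °C, 5% CO2. Read: luminescence, 15 min post-substrate. Controls: genistein 10 microM (maximal activation), DMSO (neutral).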
B2AR arrestin – agonists driving beta-arrestin recruitment to human beta2-adrenergic receptor | P07550 | beta-arrestin recruitment to beta2AR, cell-based reporter | Potency, µM (series often up to 46.1 µM), for inactives: top-dose activation, usual class: activators | hit rate 0.02% among 330,000 | AID 492947;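 note: potency is the fitted concentration of half-maximal effect; 0% = DMSO controls and full agonism = EC100 isoproterenol or metaproterenol; nearly all actives have a fitted effect of over 65% in size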
Target sequence (P07550 whole entry, looked up): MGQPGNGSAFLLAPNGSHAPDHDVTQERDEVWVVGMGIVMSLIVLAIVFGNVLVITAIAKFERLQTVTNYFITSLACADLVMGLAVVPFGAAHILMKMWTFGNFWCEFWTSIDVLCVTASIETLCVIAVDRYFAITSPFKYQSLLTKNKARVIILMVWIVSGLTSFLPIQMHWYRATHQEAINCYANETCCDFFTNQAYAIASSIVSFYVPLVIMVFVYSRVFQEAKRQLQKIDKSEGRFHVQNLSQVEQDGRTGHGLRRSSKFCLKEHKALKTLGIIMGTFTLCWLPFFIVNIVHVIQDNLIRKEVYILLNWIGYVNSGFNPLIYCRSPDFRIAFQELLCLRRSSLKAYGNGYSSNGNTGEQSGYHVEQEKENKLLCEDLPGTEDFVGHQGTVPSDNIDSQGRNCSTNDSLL
a7 integrin act – integrin-mediated muscular dystrophy alleviation activation. alpha7betagal myoblasts, beta-gal FDG fluorescence, 48 h. Potency, µM (highest dose often 38.3 µM), without a hit: top-dose activation, usual class: activators. hit rate 0.064% among 350,000. AID 624291;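 note: potency is the fitted concentration of half-maximal effect; 100% = response of the positive control SU9516; nearly all actives have a fitted effect of over 60% in size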
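alpha7betagal+/- myoblasts (passage 13, 250/well) treated 48 h at 37C with compounds at 1:260 dilution of DMSO stock. Lysed, then beta-galactosidase activity read as FDG fluorescence (ex 480/em 540) after 30 min, with pre-read for autofluorescence.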
PTAP TSG101 blk – blocks PTAP/TSG101 interaction to inhibit HIV-1 budding; Q99816; Fluorescence polarization, FITC-PTAP peptide / Tsg101 binding; Potency, µM (doses to about 115 µM), without a hit: top-dose activity change, negative = inhibition, hits mostly inhibitors; 340,000 tested, under 10 active; active = well fitted inhibition curve with a large enough effect in the main read-out, with a control signal flat, not every such curve was filed as active; inconclusive = small, poorly fitted or top-dose-only effect, or effect the other way, or a change in a side signal; inactive = no such curve, though single readings can be large or run the other way; note: potency is the fitted concentration of half-maximal effect; % of control where 0% means no effect
Target sequence (Q99816 whole entry, looked up): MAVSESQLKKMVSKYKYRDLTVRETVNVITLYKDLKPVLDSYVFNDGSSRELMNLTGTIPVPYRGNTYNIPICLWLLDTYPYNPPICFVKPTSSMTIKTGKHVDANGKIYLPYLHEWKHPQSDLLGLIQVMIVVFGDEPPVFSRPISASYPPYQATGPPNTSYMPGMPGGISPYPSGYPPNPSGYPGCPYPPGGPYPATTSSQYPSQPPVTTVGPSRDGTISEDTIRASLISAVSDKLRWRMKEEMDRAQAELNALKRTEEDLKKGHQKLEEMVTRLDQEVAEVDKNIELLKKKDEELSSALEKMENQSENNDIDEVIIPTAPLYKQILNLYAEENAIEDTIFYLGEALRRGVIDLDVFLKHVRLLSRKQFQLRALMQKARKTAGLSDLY
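Fluorescence polarization binding of Tsg101 binding domain (10 uM final) to FITC-labeled PTAP peptide (50 nM final) in HEPES pH 7.5 buffer with NaCl, Tween 20, EDTA, TCEP. Compounds added before peptide; binding 20 min at RT.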
TRPV1 ag – activates the human vanilloid receptor TRPV1 | hit rate 0.19% among 320,000 | activation, % at 8.33 µM | TRPV1-expressing cells, Fluo-8 calcium influx, agonist mode; in the data active = activation above about 80%; inconclusive = between about 30% and that limit; note: 0% is about no effect
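Cells expressing TRPV1 were dye-loaded with Fluo-8 and read kinetically: 10 s baseline, 3 min after compound (agonist portion), then 2 min after EC20 capsaicin (allosteric enhancer portion). Calcium-bound dye fluorescence at 480/520 nm.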
CXXC DNA block – blocks binding of human MLL CXXC domain to DNA | Q03164 | MLL-CXXC / FITC-HOXA9 DNA fluorescence polarization | Potency, µM (highest dose often 115 µM), for inactives: top-dose activity change, negative = inhibition, hits mostly inhibitors | hit rate 0.037% among 290,000; active = well fitted inhibition curve with a large enough effect in the polarisation, with a control signal flat, not every such curve was filed as active; inconclusive = small, poorly fitted or top-dose-only effect, or effect the other way, or a change in a side signal; inactive = no such curve, though single readings can be large or run the other way; the % refers to the polarisation; note: potency is the fitted concentration of half-maximal effect
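Purified MLL-CXXC (added from a 7 uM solution) was preincubated 5 min at ambient with pinned compounds in 50 mM Tris-HCl pH 7.5, 50 mM NaCl, 1 mM DTT, 0.05% BSA. Fluorescein-labeled HOX-A9 DNA (50 nM solution) followed, 30 min, then polarization read.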
TCR act – T cell receptor activation | 330,000 tested, under 10 active | Potency, µM (titrated, usually from 9.22 µM), for inactives: top-dose activation of IL-2 secretion, most hits filed as activators | primary human leukocytes, anti-CD3, IL-2 HTRF, 48 h; note: % of control where 0% means no effect
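Compounds are tested in HTS on primary human leukocytes co-incubated with a-CD3 beads for 48 hr. IL-2 output is measured by time-resolved FRET.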
Active calls of the source: *; ? = inconclusive; nt = no result given; & = joins results of further samples; [ ] = remark or other dose. Unless noted, calls come from the whole dose curve; as a rule, active = well fitted curve in the direction sought with a large enough effect; inconclusive = small, poorly fitted or top-dose-only effect, or another doubt; inactive = no such curve, though single readings can be large; an effect the other way counts as inactive or inconclusive.

Molecule	ELG1 repair inh	AT treatment	p53 reactivator	BRCA1 expr act	B2AR arrestin	a7 integrin act	PTAP TSG101 blk	TRPV1 ag	CXXC DNA block	TCR act
CC1(c2ccccc2)NC(=O)N(CC(=O)Nc2ccc3c(c2)CCC3)C1=O (centres undefined)	6%	2%	-5%	5%	-0.5%	-6%	-2%	nt	nt	nt
CC12C(=O)N(Cc3ccccc3)C(=O)C1C1C=CC2C1 (centres undefined)	5%	7%	3%	2%	-0.9%	0%	-3%	4	-4%	-13%
O=C(C1CCC1)N1CCc2cc(S(=O)(=O)Nc3ccc4c(c3)OCO4)ccc21	-27%	-1%	2%	-35%	-0.8%	-34%	-8%	2	8%	-3%[46.1 µM]
Cn1c(=O)c2c(nc(Br)n2Cc2nnc(N)s2)n(C)c1=O	2%	-7%	2%	-2%	0.4%	4%	0%	1	-15%	-5%
COc1ccc(-n2ccnc(SCC(=O)NCc3ccc(C)cc3)c2=O)cc1Cl	3%	3%	6%	-10%	0.3%	8%	1%	18	nt	-2%
O=C(COC(=O)c1ccc2c(c1)C(=O)N(c1cccc3ncccc13)C2=O)c1ccc(Cl)cc1	-17%	-4%	-3%	-50%	-2.4%	3%	-3%	1	4%	-10%[46.1 µM]
O=C(COC(=O)C1CC(=O)N(Cc2ccco2)C1)c1ccc(OC(=O)c2ccco2)cc1 (centres undefined)	17%	6%	29%	-1%	-0.2%	-30%	2%	4	100%[activator]	-2%[46.1 µM]
O=C(O)c1c2cc(Br)ccc2nc2[nH]c(=O)[nH]c(=O)c12	nt	nt	nt	-9%	nt	8%	-7%	nt	nt	-2%
C#CCOCCOCCOCCNc1nc(N2CCN(C(=O)Cn3cc(CCCCN)nn3)CC2)nc(N2CCN(C(=O)[C@H](CCCCN)n3cc(CCCC)nn3)CC2)n1	7%	10%	9%	19%	2.7%	4%	-6%	-4	nt	4%
O=C(NCc1ccco1)C1CCCN(S(=O)(=O)c2cccc3nsnc23)C1 (centres undefined)	-9%	0%	-17%	-2%	-0.3%	-2%	-2%	0	7%	4%
Cc1ccccc1NC(=O)COc1coc(CN2CCN(c3ccccc3)CC2)cc1=O	-12%	7%	-5%	-15%	-0.3%	-8%	-1%	-1	nt	-1%
CCOC(=O)C(=O)/C(=C\N(C)C)c1onc(-c2ccccc2Cl)c1C(=O)OC	5%	-7%	-2%	-6%	-0.1%	-3%	0%	-2	-4%	4%
CC(C)C[C@@H](CO)N(Cc1ccccc1)S(=O)(=O)N(Cc1ccccc1)[C@@H](CO)CC(C)C	?	5%	-44%[inhibitor]	-91%[inhibitor]	0.1%	-40%	-6%	?	nt	5%
Cc1n[nH]c(C)c1S(=O)(=O)N(CC(=O)Nc1ccc2c(c1)OCCO2)c1ccc(C(C)C)cc1	?	0%	4%	-34%	-0.2%	9%	-1%	nt	0%	6%
Cc1cc(C)nc(N/C(=N\S(=O)(=O)Cc2ccccc2)Nc2cccc(Cl)c2C)n1	0%	8%	14%	15%	-0.3%	10%	1%	2	-8%	-8%

2 entries from above, with two lines to a compound.
Below each SMILES – ELG1 repair inh	AT treatment	p53 reactivator	BRCA1 expr act	B2AR arrestin	a7 integrin act	PTAP TSG101 blk	TRPV1 ag	CXXC DNA block	TCR act
> Cc1ccccc1NC(=O)COc1coc(CN2CCN(c3ccccc3)CC2)cc1=O
→ -12%	7%	-5%	-15%	-0.3%	-8%	-1%	-1	nt	-1%
> COc1ccc(-n2ccnc(SCC(=O)NCc3ccc(C)cc3)c2=O)cc1Cl
→ 3%	3%	6%	-10%	0.3%	8%	1%	18	nt	-2%

The listing continues.
Molecule	ELG1 repair inh	AT treatment	p53 reactivator	BRCA1 expr act	B2AR arrestin	a7 integrin act	PTAP TSG101 blk	TRPV1 ag	CXXC DNA block	TCR act
COc1ccc(/C=C/c2n[nH]c(=O)c(C#N)c2C)cc1	-8%	-4%	26%	-1%	-1.1%	-19%	-1%	2	18%	4%
Cc1ccc(CNC(=O)CCS(=O)(=O)c2ccc(C)cc2)cc1	8%	-2%	1%	6%	0.1%	-4%	-4%	7	4%	-1%
CCOc1ccc(OCC)c(NS(=O)(=O)c2ccc3c(c2)CCN3C(=O)C2CCC2)c1	-7%	7%	2%	-17%&-11%	-0.2%	12%	-7%	2	4%	1%
O=C(CSC1CC(=O)N(CC(c2ccccc2)c2ccccc2)C1=O)Nc1ccc(Cl)cc1 (centres undefined)	-28%	6%	-4%	-69%	-0.6%	-38%	-2%	1	7%	nt
CC(C)CCNC(=O)C1CCCN(S(=O)(=O)c2ccc3c(c2)CC(C)N3C(=O)C2CC2)C1 (centres undefined)	-15%	0%	-15%	-15%	0.1%	2%	-2%	-1	0%	1%
Cc1ccccc1/C(N)=N/OC(=O)c1cccs1	?	0%	?	-5%	-1.0%	14%	0%	-2	4%	5%
O=C(c1cccs1)N1CCN(Cc2ccncc2)CC1	-2%	15%	4%	9%	0.4%	7%	-4%	4	-20%	-21%
CC(C)c1ccccc1NC(=O)COC(=O)c1cccnc1	-1%	-4%	-1%	-53%	-0.8%	-3%	1%	1	-1%	-1%
CCOC(=O)Nc1cccc(OCC(=O)Nc2ccccc2OCC)c1	?	6%	-6%	-20%	0.0%	40%	-4%	3	8%	4%
COc1ccc(O)c(/C=N/c2sc(C)c(C)c2C#N)c1	15%	-4%	7%	-16%	-0.4%	12%	29%	1	2%	nt
CC(C)(C)c1ccc(OC(=O)Nc2ccc(O)c(C(=O)O)c2)cc1	28%	?	-10%	-55%	-0.8%	5%	-2%	20	10%	0%
Cc1sc(NC(=O)CN2CCOCC2)nc1-c1ccc2c(c1)CCN2S(=O)(=O)c1ccccc1	?	4%	-2%	-84%	-0.5%	-41%	-14%	3	8%	4%
Cc1[nH]c2ccccc2c1C(c1ccncc1)N1CCC(C)CC1 (centres undefined)	2%	-5%	20%	-4%	0.1%	-53%[inhibitor]	-8%	1	1%	nt
C=CCn1c(SCC(=O)N2CCCC2)nc2c([nH]c3ccccc32)c1=O	-3%	4%	0%	-55%	9.6%	-28%	-1%	4	1%	4%
O=C(N/N=C/c1ccc([N+](=O)[O-])cc1)c1[nH]ncc1Br	?	-3%	1%	?	0.1%	35%	-1%	13	2%	-4%
O=C(NCC1CCCO1)c1ccc(N2C(=O)C3CCCCC3C2=O)cc1 (centres undefined)	10%	-3%	-4%	-20%	0.0%	0%	-1%	0	-2%	-4%
O=C(CN(C(=O)CNS(=O)(=O)c1ccccc1)c1ccc2c(c1)OCCO2)NC1CCCCC1	0%	-16%	-5%	18%	-0.6%	-7%	-4%	-2	-6%	-2%
CC(=O)Nc1ccc(NC(=O)C(C)OC(=O)c2ccc(S(=O)(=O)N3CCCCC3)cc2)cc1 (centres undefined)	?	13%	9%	-46%	-1.1%	-40%	-8%	nt	nt	3%
O=C(Nc1ccc2c(c1)OCCO2)c1cccnc1Oc1ccccc1	?	5%	-1%	4%	0.8%	0%	0%	13	-12%	-2%
CC1CCN(C(=O)CSc2nnc(Cc3cc(=O)[nH]c(=O)[nH]3)n2-c2ccc(Cl)cc2)CC1	9%	5%	2%	3%&0%	-0.2%	6%	1%	-3	10%	-9%[46.1 µM]
Cc1ccc(C(=O)OCC(=O)N(CC(C)C)c2c(N)n(Cc3ccccc3)c(=O)[nH]c2=O)cc1[N+](=O)[O-]	-3%	5%	-1%	-19%	0.6%	0%	-7%	-5	nt	-4%
Cc1cc(N2CCOCC2)nc2ccc(NC(=O)CCC(=O)N3CCCC(C)C3)cc12 (centres undefined)	?	23%	26%	54%	0.0%	6%	-5%	2	-3%	2%
O=C(Nc1nc(-c2ccccc2)c(C(=O)c2ccccc2)s1)c1ccc(S(=O)(=O)N2CCCC2)cc1	?	17%	-22%	-22%	3.3%	-11%	-1%	-6	5%	5%[46.1 µM]
CCOc1ccc(C(C(=O)Nc2ccc(F)cc2)N(C(=O)Cn2nnc3ccccc32)C2CC2)cc1 (centres undefined)	?	-7%	-2%	-24%	-0.1%	20%	-3%	nt	2%	-4%
CN(Cc1ccccc1)C(=O)c1ccc(COc2ccccc2)cc1	0%	2%	-2%	-10%	0.2%	26%	0%	15	-5%	-2%
Cc1ccc(NC(=O)CCn2c(=O)oc3ccccc32)c(C)c1	2%	-1%	1%	3%	-0.3%	17%	-2%	-3	-10%	-1%
O=C(CSCc1cccc(CSCC(=O)Nc2ccccc2)n1)Nc1ccccc1	-27%	nt	-5%	-17%	-0.1%	7%	1%	?	-3%	-1%
COCCN(CCOC)S(=O)(=O)c1ccc(C(=O)Nc2nnc(COC)o2)cc1	11%	-5%	-2%	12%	0.2%	-15%	-9%	-3	-4%	-1%
CCCc1cc2nnc(SCC(=O)N(C)C3CCCCC3)n2c(N)n1	-8%	1%	7%	-1%	-0.5%	13%	1%	2	-2%	12%
CN(C)c1cc[n+](CC(=O)Nc2ccc(Cl)cc2)cc1	?	8%	-12%	-20%	-0.1%	-31%	-5%	-2	0%	2%
CN(C)C(=O)CSc1nc2ccc(C(=O)c3ccccc3)cc2[nH]1	17%	-18%	3%	?	0.1%	-23%	1%	3	-5%	nt
